Bioassay records deposited in PubChem by National Center for Advancing Translational Sciences (NCATS).
POLK inh: qHTS for Inhibitors of Polymerase Kappa | DNA polymerase kappa (Homo sapiens), Q9UBT6 | purified Pol kappa, fluorescent DNA synthesis assay, 10 min | Potency, µM (top dose mostly 107 µM), without a hit: at the top dose activity, negative = inhibition, usual class: inhibitors | actives 0.53% (n = 400,000) | AID 588579, 2011; note: % is set by controls: 0 for no effect and ±100 for the full control effect
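10 nM Pol kappa was preincubated with compounds for 15 min at room temperature. Reaction started with 50 nM (final) substrate. Fluorescence read kinetically at 0 and 10 min.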
BAZ2B block: qHTS Assay for Inhibitors of BAZ2B; Bromodomain adjacent to zinc finger domain protein 2B (Homo sapiens), Q9UIF8; AlphaScreen BAZ2B-H3K14Ac peptide displacement; Potency, µM (doses to about 114 µM), for inactives: top-dose activity change, negative = inhibition, hits mostly inhibitors; actives 4.4% (n = 360,000); AID 504333, 2011; note: % is set by controls: 0 for no effect and ±100 for the full control effect; nearly all actives have a fitted effect of over 60% in size
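Protein-peptide AlphaScreen: BAZ2B 50 nM, b-H3K14Ac 50 nM, 1x PBS pH 7.4 + 0.01% Tween-20. Preincubation 30 min RT; cpd 30 min RT (top 110 uM); beads 20 min RT, light-protected.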
POLH inh: qHTS for Inhibitors of Polymerase Eta. actives 1.2% (n = 390,000). recombinant Pol eta, fluorescent DNA replication assay. Potency, µM (titrated, usually from 114 µM), inactives show top-dose activity change, negative = inhibition, usual class: inhibitors; note: % is set by controls: 0 for no effect and ±100 for the full control effect
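Fluorescent replication assay: 50 nM final substrate added after a 15 min room-temperature compound preincubation with 10 nM enzyme. Signal taken at 0 min and again at 10 min.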
APE1 inh: qHTS Assay for Inhibitors of the Human Apurinic/apyrimidinic Endonuclease 1 (APE1). Potency, µM (titrated, usually from 65.8 µM), for inactives: at the highest dose activity change, negative = inhibition, actives largely listed as inhibitors. actives 0.35% (n = 350,000). AID 2517, 2012. recombinant APE1, TAMRA/BHQ-2 abasic DNA cleavage fluorescence;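 note: plate controls were vehicle for no effect and reference inhibitor for full effect; nearly all actives have a fitted effect of over 55% in size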
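Enzyme (0.75 nM final) and test compound are incubated 15 min at room temperature before adding 50 nM quenched THF abasic-site duplex. Cleavage dequenches TAMRA, followed at 525/598 nm over three reads one minute apart.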
POLB inh: qHTS Assay for Inhibitors of DNA Polymerase Beta; Pol beta primer extension/strand displacement, fluorescence kinetic; Potency, µM (titrated, usually from 114 µM), for inactives: at the highest dose activity change, negative = inhibition, most hits filed as inhibitors; actives 1.3% (n = 340,000); note: % is set by controls: 0 for no effect and ±100 for the full control effect
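Pol beta (10 nM) was preincubated with compound for 15 min at room temperature. The reaction was then started with 50 nM substrate and read immediately and after a further 10 min at room temperature.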
G9a block: qHTS Assay for Inhibitors of Histone Lysine Methyltransferase G9a; G9a H3K9 monomethylation, AlphaScreen, 2 h; Potency, µM (titrated, usually from 102 µM), inactives show at the top dose activity, negative = inhibition, usual class: inhibitors; actives 8.8% (n = 350,000); AID 504332, 2011; note: % is set by controls: 0 for no effect and ±100 for the full control effect; nearly all actives have a fitted effect of over 75% in size
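Readings reflect AlphaScreen signal from monomethyl-H3K9 antibody detection. HMT at 20 nM; substrate b-H3K9 500 nM; cofactor SAM 20 uM; 2 h RT reaction; compounds tested as titrations in qHTS with 15 min preincubation.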
Apoferritin bind: qHTS Assay for Identification of Novel General Anesthetics; actives 0.074% (n = 350,000); Potency, µM (doses to about 77.5 µM), without a hit: at the top dose activity change, negative = displacement, most hits filed as inhibitors; apoferritin/1-aminoanthracene competitive binding, fluorescence; Ferritin light chain (Equus caballus), P02791; note: % is set by controls: 0 for no effect and ±100 for the full control effect; nearly all actives have a fitted effect of over 20% in size
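In PBS, apoferritin at 10 uM is loaded with 1-AMA from a 50% saturated solution. After 10 min of compound exposure at ambient temperature, reduced 535 nm fluorescence indicates probe displacement.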
Pol iota inh: qHTS for Inhibitors of Polymerase Iota; DNA polymerase iota (Homo sapiens), Q9UNA4; Pol iota fluorescent replication assay, 10 min; Potency, µM (titrated, usually from 115 µM), for the others: at the top dose activity, negative = inhibition, usual class: inhibitors; actives 1% (n = 390,000)
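Fluorescent replication assay read twice, at 0 min and 10 min after adding 50 nM (final) substrate. Enzyme (10 nM) and compounds were first incubated 15 min at room temperature; enzyme-free buffer wells were negative controls.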
BLM inh: qHTS Assay for Inhibitors of Bloom's syndrome helicase (BLM). RecQ-like DNA helicase BLM (Homo sapiens), P54132. recombinant BLM DNA unwinding, fluorescence dequenching. Potency, µM (highest dose often 56.1 µM), for inactives: at the top dose activity change, negative = inhibition, usual class: inhibitors. actives 0.2% (n = 350,000). AID 2528, 2010;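 note: plate controls were vehicle for no effect and no enzyme for full effect; nearly all actives have a fitted effect of over 35% in size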
Target sequence (P54132 whole entry, looked up): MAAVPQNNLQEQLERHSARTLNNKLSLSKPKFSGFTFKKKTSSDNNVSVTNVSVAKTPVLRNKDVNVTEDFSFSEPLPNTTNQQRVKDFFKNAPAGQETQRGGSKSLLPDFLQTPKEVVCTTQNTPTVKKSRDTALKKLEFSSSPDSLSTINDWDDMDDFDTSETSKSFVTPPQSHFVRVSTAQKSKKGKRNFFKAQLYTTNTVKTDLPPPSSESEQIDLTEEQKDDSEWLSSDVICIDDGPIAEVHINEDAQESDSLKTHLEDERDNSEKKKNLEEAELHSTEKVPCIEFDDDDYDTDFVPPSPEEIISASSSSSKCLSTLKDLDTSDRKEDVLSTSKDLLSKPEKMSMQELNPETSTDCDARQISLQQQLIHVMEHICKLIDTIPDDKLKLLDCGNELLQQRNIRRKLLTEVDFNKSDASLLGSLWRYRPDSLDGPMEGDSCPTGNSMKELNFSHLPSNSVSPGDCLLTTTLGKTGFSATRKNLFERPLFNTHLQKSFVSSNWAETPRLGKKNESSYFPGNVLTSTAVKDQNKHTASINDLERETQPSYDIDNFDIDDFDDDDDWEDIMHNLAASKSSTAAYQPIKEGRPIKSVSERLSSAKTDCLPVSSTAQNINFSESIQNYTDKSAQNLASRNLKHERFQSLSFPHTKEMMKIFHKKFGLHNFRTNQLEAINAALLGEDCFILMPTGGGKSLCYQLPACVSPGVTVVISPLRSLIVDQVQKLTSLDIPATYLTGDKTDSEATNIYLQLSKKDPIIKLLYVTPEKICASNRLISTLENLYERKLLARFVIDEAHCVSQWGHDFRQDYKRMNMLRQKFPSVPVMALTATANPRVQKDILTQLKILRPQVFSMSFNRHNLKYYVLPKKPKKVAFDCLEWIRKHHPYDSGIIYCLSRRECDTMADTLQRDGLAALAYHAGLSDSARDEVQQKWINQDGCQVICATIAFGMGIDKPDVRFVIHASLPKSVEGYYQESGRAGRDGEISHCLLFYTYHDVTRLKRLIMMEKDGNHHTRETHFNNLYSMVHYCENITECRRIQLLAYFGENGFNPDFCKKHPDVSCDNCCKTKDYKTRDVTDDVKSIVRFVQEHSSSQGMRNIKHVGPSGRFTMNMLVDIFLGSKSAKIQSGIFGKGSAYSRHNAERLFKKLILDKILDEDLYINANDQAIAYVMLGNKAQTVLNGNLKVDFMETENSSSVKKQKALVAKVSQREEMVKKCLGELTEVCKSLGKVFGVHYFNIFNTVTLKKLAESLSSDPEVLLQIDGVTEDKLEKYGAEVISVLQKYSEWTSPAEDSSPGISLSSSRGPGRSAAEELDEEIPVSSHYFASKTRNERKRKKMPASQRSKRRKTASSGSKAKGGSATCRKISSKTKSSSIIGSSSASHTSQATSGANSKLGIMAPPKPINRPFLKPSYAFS
Numbers without * were called inactive; & = joins results of further samples; [ ] = another dose, or the depositor's remark. Calls come from the whole dose curve; as a rule, active = well fitted curve in the direction sought with a large enough effect; inconclusive = small, poorly fitted or top-dose-only effect, or another doubt; inactive = no such curve, though single readings can be large; an effect the other way counts as inactive or inconclusive. Potency is the fitted concentration of half-maximal effect. The list is partial; rates above refer to the full screens.

O=[N+]([O-])c1ccc(COc2cccc3cccnc23)cc1 was read as POLK inh 0%, BAZ2B block -17%, POLH inh -18%, APE1 inh 28%, POLB inh 2%, G9a block -5%[2.33 µM], Apoferritin bind -14%, Pol iota inh 147%[activator] and BLM inh -2%.
Screening COCCn1c(SCc2nc3cc(OC)c(OC)cc3c(=O)[nH]2)nnc1-c1ccncc1 returned POLK inh -15%, BAZ2B block -5%, POLH inh -7%, APE1 inh -7%, POLB inh 28%, G9a block inconclusive, Apoferritin bind -18%, Pol iota inh 7% and BLM inh -1%.
`COc1cc(C)ccc1OCCSc1nnc(-c2ccc(C)cc2)o1` gave POLK inh -6%, BAZ2B block 82%[activator], POLB inh -13%, G9a block -49%[59 µM], Apoferritin bind 4%, Pol iota inh 18% and BLM inh -6%.
For CN(C)S(=O)(=O)c1cccc(C(=O)NC(=S)N(CCC#N)Cc2cccnc2)c1 the results were POLK inh -15%, BAZ2B block 10%, POLH inh 4%, APE1 inh -2%, POLB inh 1%, G9a block 84%[activator][59 µM], Apoferritin bind -5%, Pol iota inh 107%[activator] and BLM inh 0%.
`CNC(=O)c1sc(Nc2cc(C)ccc2C)nc1C` gave POLK inh -3%, BAZ2B block -20%, POLH inh 10%, APE1 inh -5%, POLB inh 0%, G9a block 0%, Apoferritin bind -13%, Pol iota inh 15% and BLM inh 0%.
O=C(NNc1nc2ccccc2s1)c1ccc(F)cc1 was read as POLK inh 4%, BAZ2B block 6%, POLH inh -2%, APE1 inh 15%, POLB inh 57%, G9a block 15%[59 µM], Apoferritin bind -9%, Pol iota inh 21% and BLM inh 5%.
Screening COc1ccc(NC(=O)CSc2nnc(-c3ccco3)c(-c3ccco3)n2)cc1OC returned POLK inh inconclusive, BAZ2B block -9%, POLH inh 50µM*, APE1 inh -8%, POLB inh -20%, G9a block 7.1µM*, Apoferritin bind -5%, Pol iota inh inconclusive and BLM inh -15%.
Screening O=C(CCc1nnc2n(Cc3ccccc3)c(=O)c3ccccc3n12)NCCCN1CCCCC1 returned POLK inh 4%, BAZ2B block -5%[57.1 µM], POLH inh -16%, APE1 inh 42%, POLB inh 0%, G9a block 24%, Apoferritin bind -2%, Pol iota inh -17% and BLM inh -3%.
Screening CCn1cc(/C=N\NC(=O)Cc2ccc([N+](=O)[O-])cc2)c(C)n1 returned POLK inh -1%, BAZ2B block 5%, POLH inh -23%, APE1 inh 0%, POLB inh 3%, G9a block 1%[59 µM], Apoferritin bind -9%, Pol iota inh 20% and BLM inh 1%.
CCc1nc2ccc(C(=O)NCCCN3CCN(c4ccccc4F)CC3)cc2nc1CC was read as POLK inh -6%, BAZ2B block -14%, POLH inh -5%, APE1 inh 23%, POLB inh -1%, G9a block -8%, Apoferritin bind -5%, Pol iota inh 14% and BLM inh -1%.

Next section; the last 3 above are carried over.
Screening O=C(CCc1nnc2n(Cc3ccccc3)c(=O)c3ccccc3n12)NCCCN1CCCCC1 returned POLK inh 4%, BAZ2B block -5%[57.1 µM], POLH inh -16%, APE1 inh 42%, POLB inh 0%, G9a block 24%, Apoferritin bind -2%, Pol iota inh -17% and BLM inh -3%.
Screening CCn1cc(/C=N\NC(=O)Cc2ccc([N+](=O)[O-])cc2)c(C)n1 returned POLK inh -1%, BAZ2B block 5%, POLH inh -23%, APE1 inh 0%, POLB inh 3%, G9a block 1%[59 µM], Apoferritin bind -9%, Pol iota inh 20% and BLM inh 1%.
CCc1nc2ccc(C(=O)NCCCN3CCN(c4ccccc4F)CC3)cc2nc1CC was read as POLK inh -6%, BAZ2B block -14%, POLH inh -5%, APE1 inh 23%, POLB inh -1%, G9a block -8%, Apoferritin bind -5%, Pol iota inh 14% and BLM inh -1%.
`CCOc1ccc(-c2csc(-c3nc(-c4ccc(Br)s4)cs3)n2)cc1` gave POLK inh -21%, BAZ2B block 12%, POLH inh -14%, POLB inh -13%, G9a block -5%[59 µM], Apoferritin bind 1%, Pol iota inh 4% and BLM inh -2%.
For COc1cccc(/C=N/NC(=O)c2cc3c(OC)cccc3[nH]2)c1OC the results were POLK inh -20%, BAZ2B block -31%, POLH inh inconclusive, APE1 inh -7%, POLB inh 0%, G9a block 20%, Apoferritin bind -10%, Pol iota inh 4% and BLM inh -10%.
`COc1ccccc1OCc1ccc(C(=O)Nc2ccc(C)c(C)c2)o1` gave POLK inh -9%[60.1 µM], BAZ2B block -16%, POLH inh -11%, POLB inh inconclusive, G9a block -36%[59 µM], Apoferritin bind 1%, Pol iota inh -1% and BLM inh -8%.
For c1cncc(-c2nccc(NCc3cccs3)n2)c1 the results were POLK inh 3%[60.1 µM], APE1 inh 0%, G9a block -11%[0.501 µM] and BLM inh -6%.
For COc1cc(NC(=O)CN2Cc3ccccc3C2=O)cc(OC)c1OC the results were POLK inh -7%, BAZ2B block 4%, POLH inh 8%, POLB inh -12%, G9a block 2%[59 µM], Apoferritin bind 7%, Pol iota inh 18% and BLM inh 0%.
CCn1cc(C(=O)NCc2ccco2)c(=O)c2cc(S(=O)(=O)N3CCCCCC3)ccc21 was read as POLK inh -4%, BAZ2B block -4%, POLH inh -19%, APE1 inh -6%, POLB inh 13%, G9a block -2%[59 µM], Apoferritin bind inconclusive, Pol iota inh -1% and BLM inh -12%.
Screening COc1cccc(OCC(O)CN2CCN(c3ccc(Cl)cc3)CC2)c1 (centres undefined) returned POLK inh -8%, BAZ2B block -28%, POLH inh -12%, APE1 inh -7%, POLB inh 11%, G9a block -29%, Apoferritin bind -12%, Pol iota inh 7% and BLM inh -9%.
`CCCCSCCCNC(=O)CN1C(=O)COc2ccc(S(=O)(=O)N3CCCC3)cc21` gave POLK inh -14%, BAZ2B block -18%, POLH inh -12%, POLB inh 2%, G9a block 8%[59 µM], Apoferritin bind -11%, Pol iota inh 13% and BLM inh -4%.
Screening COc1ccc(/C=C(\C#N)C(=O)N2CCOCC2)cc1Br returned POLK inh -7%, BAZ2B block 4%[57.1 µM], POLH inh -5%, APE1 inh 1%, POLB inh 7%, G9a block -20%, Apoferritin bind -15%, Pol iota inh 14% and BLM inh -3%.
`Cc1cc(C)nc(NC2=NCC(=O)N2c2ccc3c(c2)OCCO3)n1` gave POLK inh -3%, BAZ2B block -5%, POLH inh 4%, APE1 inh 2%, POLB inh -13%, G9a block 78%[activator][59 µM], Apoferritin bind -7%, Pol iota inh 7% and BLM inh 1%.
Screening CCOC(=O)c1cccc(NC(=O)CCC(=O)N2CC(C)Oc3ccc(C)cc32)c1 (centres undefined) returned POLK inh -19%, BAZ2B block -10%, POLH inh -11%, POLB inh -33%, G9a block -2%[59 µM], Apoferritin bind 5%, Pol iota inh 20% and BLM inh 3%.
`Cc1ccc(C)c(NC(=O)CN(C)C(=O)c2cc(-c3cccs3)nn2-c2ccccc2)c1` gave POLK inh -6%, BAZ2B block -22%, POLH inh -21%, APE1 inh 20%, POLB inh -10%, G9a block -13%, Apoferritin bind -7%, Pol iota inh 17% and BLM inh -8%.
Screening O=C(NCCc1csc(-c2cccc(F)c2)n1)c1ccco1 returned POLK inh -15%, BAZ2B block -2%&-10%, POLH inh 0%&-16%, APE1 inh -17%, POLB inh -21%&1%, G9a block -4%, Apoferritin bind -2%&4%, Pol iota inh inconclusive and BLM inh -1%&1%.
Screening CCCCC1CCC(C(=O)N(CC(C)C)c2c(N)n(Cc3ccccc3)c(=O)[nH]c2=O)CC1 (centres undefined) returned POLK inh -9%, BAZ2B block inconclusive, POLH inh -5%, APE1 inh 43%, G9a block -1%[0.501 µM] and Pol iota inh 37%.
For CN(Cc1ccccc1F)Cc1cc(=O)oc2cc(O)c(Cl)cc12 the results were POLK inh -12%, BAZ2B block 4%, POLH inh -13%, APE1 inh 20%, POLB inh -24%, G9a block inconclusive, Apoferritin bind 280%[activator], Pol iota inh inconclusive and BLM inh -4%.
`COCCn1c(SCC(=O)Nc2cc(C)on2)nc2c(c1=O)SCC2` gave POLK inh -4%, BAZ2B block inconclusive, POLH inh -5%, APE1 inh 8%, POLB inh 2%, G9a block 33%, Apoferritin bind -6%, Pol iota inh 10% and BLM inh -1%.
For COc1ccc2sc(N(Cc3cccnc3)C(=O)c3ccc4c(c3)OCCO4)nc2c1 the results were POLK inh -13%[60.1 µM], BAZ2B block inconclusive, POLH inh -7%, POLB inh 17%, G9a block -4%[59 µM], Apoferritin bind 11%, Pol iota inh -5% and BLM inh -11%.
For CCOC(=O)C1CCCN(Cc2ccc(OCc3ccccc3)cc2)C1 (centres undefined) the results were POLK inh -8%, BAZ2B block 38%[activator], POLH inh -5%, APE1 inh -5%, POLB inh 3%, Apoferritin bind inconclusive, Pol iota inh -19% and BLM inh -5%.
Screening O=C(COc1ccccc1/C=C1\SC(=O)NC1=O)Nc1ccccc1 returned POLK inh -4%, POLH inh 18µM*, APE1 inh -2%, POLB inh -19%, G9a block -49%, Apoferritin bind -12%, Pol iota inh inconclusive and BLM inh -8%.
Screening O=[N+]([O-])c1ccc(OCCCCN2CCc3ccccc3C2)cc1 returned POLK inh -2%, BAZ2B block 79µM*, POLH inh -13%, APE1 inh 11%, POLB inh -29%, G9a block 35µM*, Apoferritin bind -21%, Pol iota inh 24% and BLM inh 1%.
`S=c1[nH]nc(-c2ccco2)n1/N=C/c1ccc(Cl)c(Cl)c1` gave POLK inh -18%, BAZ2B block -12%, POLH inh 5%, APE1 inh -1%, POLB inh -28%[57.1 µM], G9a block 1.6µM*, Apoferritin bind 3%, Pol iota inh 4% and BLM inh -3%.
`O=C(Nc1ccc(S(=O)(=O)N2CCCC2)cc1)c1cccs1` gave POLK inh 0%, BAZ2B block -26%, POLH inh -25%, APE1 inh -3%, POLB inh -12%, G9a block 2%, Apoferritin bind inconclusive, Pol iota inh 51%[activator] and BLM inh -5%.
